MrgX1 ag: activates human MrgX1 receptor signaling. 310,000 compounds, 0.44% hits. B-score at 10 µM. Q96LB2. MrgX1-HEK293 cells, Fluo-4 calcium fluorescence, agonist mode; stronger effect = higher value;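 active = calcium response B-score plate-corrected fluorescence ratio at least 3 library SD, with starting fluorescence B-score inside 5 SD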
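System – MrgX1-expressing HEK293 cells · Incubation – cells plated overnight, dye loaded 0.5 h 37 °C, 0.5 h room temperature · Technique – kinetic Fluo-4 NW fluorescence of intracellular calcium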
TRPC6 inhibitor: blocks the mouse TRPC6 cation channel. Q61143. HEK293-TRPC6, membrane potential dye, ACh-evoked depolarization; stronger effect = lower value. B-score at 10 µM. 310,000 compounds, 1.1% hits. AID 2553;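 active = B-score under library mean minus 3 SD, initial fluorescence not abnormally high, positive integrated signal ratio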;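 also: B-score derived from integrated fluorescence ratio over the kinetic read; more negative B-score means stronger inhibition of depolarization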
Target sequence (Q61143 whole entry, looked up): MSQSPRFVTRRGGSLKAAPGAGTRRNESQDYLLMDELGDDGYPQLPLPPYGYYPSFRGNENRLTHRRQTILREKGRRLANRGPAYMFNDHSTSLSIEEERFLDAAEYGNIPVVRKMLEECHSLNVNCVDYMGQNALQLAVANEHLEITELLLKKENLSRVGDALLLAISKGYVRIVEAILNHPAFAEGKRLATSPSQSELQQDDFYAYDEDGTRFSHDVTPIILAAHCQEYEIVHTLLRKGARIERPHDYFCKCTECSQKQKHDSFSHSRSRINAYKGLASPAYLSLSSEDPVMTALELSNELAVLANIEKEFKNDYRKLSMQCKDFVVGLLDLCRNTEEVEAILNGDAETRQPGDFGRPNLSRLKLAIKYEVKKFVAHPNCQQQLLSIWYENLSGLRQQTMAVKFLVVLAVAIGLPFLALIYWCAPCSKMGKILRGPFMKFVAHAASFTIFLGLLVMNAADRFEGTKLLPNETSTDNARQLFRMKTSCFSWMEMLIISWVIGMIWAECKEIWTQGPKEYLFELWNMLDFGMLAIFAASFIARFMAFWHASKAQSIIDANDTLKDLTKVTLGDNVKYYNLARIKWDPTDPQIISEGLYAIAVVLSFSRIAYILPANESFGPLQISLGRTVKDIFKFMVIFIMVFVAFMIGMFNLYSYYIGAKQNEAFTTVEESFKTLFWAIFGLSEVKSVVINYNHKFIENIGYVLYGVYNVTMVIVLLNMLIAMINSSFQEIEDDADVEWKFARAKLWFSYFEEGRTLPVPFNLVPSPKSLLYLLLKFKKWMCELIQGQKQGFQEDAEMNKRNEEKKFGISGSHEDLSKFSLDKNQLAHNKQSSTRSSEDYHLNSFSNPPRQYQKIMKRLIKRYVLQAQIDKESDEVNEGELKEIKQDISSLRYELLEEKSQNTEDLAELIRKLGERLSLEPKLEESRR
MrgX1 antag: human MrgX1 receptor antagonism, primary screen; Q96LB2; MRGX1-HEK293 calcium flux, Fluo-4, BAM8-22 antagonism; stronger effect = lower value; B-score at 10 µM; 310,000 compounds, 1.3% hits;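 active = calcium-response B-score plate-corrected more than 3 library SD below zero, starting fluorescence within 5 deviations, no agonist response on first addition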;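 also: peak minus trough fluorescence over baseline after final BAM8-22 challenge near maximal dose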
RGS4 inh: inhibitors of human RGS4; P49798; HEK293 M3R/RGS4 inducible, Fluo-4 calcium flux; stronger effect = higher value; triggered by carbachol at its EC20; B-score at 10 µM; 310,000 compounds, 0.45% hits;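 active = B-score, a plate-corrected calcium signal, over three deviations above library mean, with baseline fluorescence within five deviations of library mean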;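 also: RGS4 expression induced by doxycycline in cells with stable M3 receptor; B-score is computed from the integrated fluorescence ratio over baseline after carbachol; higher B-score means a larger calcium signal and so more RGS4 inhibition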
TRPC6 activator: mouse TRPC6 channel activation; Q61143; HEK293-TRPC6 membrane potential dye fluorescence; stronger effect = higher value; B-score at 10 µM; 310,000 compounds, 0.13% hits; AID 2550;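 active = B-score of the integrated fluorescence ratio above library mean plus 3 SD, and starting fluorescence ratio within library mean plus 5 SD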;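 also: higher score means more depolarization so channel activation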
ANO1 block: blocks the mouse calcium-activated chloride channel TMEM16A | Q8BHY3 | HEK293 TMEM16A/YFP iodide influx fluorescence, ionomycin | normalized B-score (activity score, 25-100; higher = stronger inhibition) at 10 µM | 310,000 compounds, 1.2% hits | AID 588511;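 active = ratio plate-corrected score three or more library SD toward inhibition, starting fluorescence score within five deviations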;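 also: score derived from kinetic fluorescence span divided by baseline fluorescence per well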
TMEM16A act: mouse TMEM16A channel activation, primary screen | Q8BHY3 | HEK293 TMEM16A/YFP-H148Q/I152L, iodide quench fluorescence; stronger effect = lower value | B-score at 10 µM | 340,000 compounds, 0.3% hits | AID 623877;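 active = fluorescence-ratio B-score plate-corrected deviation score at least 3 library SD below zero, with starting fluorescence score within 5 deviations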;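 also: channel opened by trigger with iodide after compound preincubation; score built on the fluorescence ratio of max minus min over baseline; more negative score means more quench and so TMEM16A activation or potentiation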
TRPC4 act: opens the mouse TRPC4 cation channel. Q9QUQ5. HEK293 TRPC4beta/mu-opioid, Fluo4 calcium fluorescence; stronger effect = higher value. B-score at 10 µM. 310,000 compounds, 0.49% hits;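 active = B-score above 5 SD of library B-scores, and initial fluorescence ratio not above library mean plus 5 SD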;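 also: positive B-score marks a calcium rise read as TRPC4 activation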
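Assay system – TRPC4beta and mu-opioid receptor HEK293 stable cells · Measured by – Fluo4 fluorescence, kinetic · Schedule – dye loading 45 min room temperature, 110 s kinetic read · Read-out – B-scored integrated calcium fluorescence ratio · Controls – buffer and maximal DAMGO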
TRPC4 potent: allosterically enhances the mouse TRPC4 cation channel. Q9QUQ5. AID 2227. B-score at 10 µM. HEK293 TRPC4beta/mu-opioid, DAMGO EC20, Fluo-4 Ca2+ flux; stronger effect = higher value. 310,000 compounds, 0.42% hits;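 active = B-score of calcium response area above 5 SD of library B-scores, with initial fluorescence ratio within 5 SD of library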;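 also: B-score of integrated fluorescence ratio over time as area under calcium response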
MrgX1 PAM: human MrgX1 positive allosteric modulation, primary screen; MrgX1-HEK293, Fluo-4 calcium flux, FDSS; stronger effect = higher value; B-score at 10 µM; 310,000 compounds, 0.63% hits; AID 588675;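 active = plate-corrected calcium response at least 3 library SD above typical, normal starting fluorescence, not activating the receptor alone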;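 also: compound read alongside a low EC10 to EC30 dose of BAM8-22 agonist; peak minus trough fluorescence over baseline measured at the second addition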
TRPC4 block: TRPC4 (mouse) channel inhibition; Q9QUQ5; HEK293 TRPC4beta/mu-opioid, DAMGO-evoked Fluo4 calcium flux; stronger effect = lower value; B-score at 10 µM; 300,000 compounds, 0.39% hits; AID 2247;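 active = B-score over 3 SD under the library average, no early fluorescence shift, positive overall ratio signal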
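Material: HEK293 cells with stable TRPC4beta plus mu-opioid receptor expression / Probe or stimulus: DAMGO in two steps, submaximal then maximal / Compound: single concentration per test compound / Technique: kinetic Fluo4 fluorescence imaging of calcium influx / Read-out: per-well B score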
Active calls of the source: *; i = inactive; · = not tested or not shown.

SMILES	MrgX1 ag	TRPC6 inhibitor	MrgX1 antag	RGS4 inh	TRPC6 activator	ANO1 block	TMEM16A act	TRPC4 act	TRPC4 potent	MrgX1 PAM	TRPC4 block
Cc1ccc(CNC(=O)CN2C(=O)COc3ccc(S(=O)(=O)N4CCC(C)CC4)cc32)o1	i	i	i	i	i	i	i	i	i	i	i
Cc1ccc(C(C)C)c(OCCCn2ccnc2C)c1	i	i	i	i	i	i	i	i	i	i	i
Cc1ccccc1OCCC(=O)OCC(=O)NC1CCS(=O)(=O)C1 (stereo not given)	i	i	i	i	i	i	i	i	i	i	i
O=S(=O)(Nc1cccc(CCc2ccccn2)c1)c1ccc(Cl)cc1	i	i	i	i	i	i	i	i	i	i	i
CC(=O)Oc1cccc(-c2nc3ccccc3c(=O)o2)c1	i	i	i	i	i	i	i	i	i	i	i
COc1ccccc1NCC(O)Cn1c2ccccc2c2ccccc21 (stereo not given)	i	i	i	i	i	i	i	i	i	i	i
S=C(NCc1ccncc1)Nc1ccc(Br)cc1	i	i	i	i	i	i	i	i	i	i	i
Cc1c(C)n(CC(O)CN2CCCCC2)c2ccccc12 (stereo not given)	i	i	i	i	i	i	i	i	i	i	i
COc1ccccc1/C=N/NC(=O)CC(=O)NCc1ccccc1	i	i	i	i	i	i	i	i	i	i	i
O=C(CSc1n[nH]c(-c2ccccc2Br)n1)NCCN1C(=O)CSC1=O	i	i	i	i	i	i	i	i	i	i	i
Cc1ccc2[nH]c3c(c2c1)CCN(C)C3	i	i	i	i	i	i	i	i	i	i	i
COC(=O)C1=C(CS(=O)(=O)c2cc(OC)ccc2OC)NC(=O)NC1c1ccc(O)c(OC)c1 (stereo not given)	i	i	i	i	i	i	i	i	i	i	i
COC(=O)CSc1nnc(CNC(=O)c2cc(OC)cc(OC)c2)n1-c1ccc(F)cc1	i	i	i	i	i	i	i	i	i	i	i
Cc1ccc(CN2CCN(Cc3ccccc3)C(CCO)C2)s1 (stereo not given)	i	i	i	i	i	i	i	i	i	i	i
CCOc1cc(C(=O)NN=C2CCCC2)cc(OCC)c1OCC	i	i	i	i	i	i	i	i	i	i	i
O=C(NCCc1ccccc1)C1CCN(C(=O)N2CCOc3ccccc32)CC1	i	i	i	i	i	i	i	i	i	i	i
CC(=O)NCCSCCNC(C)=O	i	i	i	i	i	i	i	i	i	i	i
CCn1cc(C(=O)N2CCCC2)c(=O)c2cc(S(=O)(=O)N3CCC(C)CC3)ccc21	i	i	i	i	i	i	i	i	i	i	i
CC(=O)C1=C(C)OC(N)=C(C#N)C1c1cc2cc(C)c(C)cc2nc1Cl (stereo not given)	i	i	i	15*	i	i	i	i	i	i	i
CN(C)c1ccc(NC(=S)c2ccccn2)cc1	i	i	i	i	i	i	i	i	i	i	i
CCCCC(CC)C(=O)NCCc1ccc(S(N)(=O)=O)cc1 (stereo not given)	i	i	i	i	i	i	i	i	i	i	i
O=C(O)c1ccc(N2N=C(c3ccccc3)CC2c2ccccc2)cc1 (stereo not given)	i	i	i	i	i	i	i	i	i	i	i
Cc1ccc(-c2[nH]c(-c3ccc(Cl)cc3)nc2SCC(=O)NCC2CCCO2)cc1 (stereo not given)	i	i	i	i	i	i	i	i	i	i	i
O=C(/C(=C/O)N=Nc1cccc(C(F)(F)F)c1)c1ccccc1	i	i	i	i	i	i	i	i	i	i	i
Cc1cc(C)nc(NC(=O)c2cc(-c3ccc(C)s3)nc3ccccc23)c1	i	i	i	i	i	i	i	i	i	i	i
O=C(c1cc(-c2cccs2)on1)N1CCCCC1	i	i	i	i	i	i	i	i	i	i	i
CC(=O)Oc1ccc(NC(=O)C2CCCCC2)c(C(=O)O)c1	i	i	i	i	i	i	i	i	i	i	i
c1ccc(Cn2c(SCc3nc4ccccc4s3)nnc2-c2ccco2)cc1	i	i	i	i	i	i	i	i	i	i	i
COc1ccc(C(=O)Oc2cc3c4c(c2)C(C)=CC(C)(C)N4C(=O)C3=O)cc1OC	i	i	i	i	i	i	i	i	i	i	i
COc1cccc(C(=O)N2N=C(c3ccccc3)CC2(O)C(F)(F)F)c1 (stereo not given)	i	i	i	i	i	i	i	i	i	i	i
Cc1ccc(C(=O)NCCCN2CCOCC2)c(Cl)c1	i	i	i	i	i	i	i	i	i	i	i
C/C(N)=C(/C#N)C(=O)CSc1nc2scc(-c3ccccc3)c2c(=O)n1C	i	i	i	i	i	i	i	i	i	i	i
CCOC(=O)c1cccc(NS(=O)(=O)c2c(C(=O)N3CCCCCC3)c(C)n(C)c2C)c1	i	i	i	i	i	i	i	i	i	i	i
CC1(C)C(c2ccccc2)=NC(c2ccccc2)N1O (stereo not given)	i	i	i	i	i	i	i	i	i	i	i
CCOc1ccc(NC(=O)CN(C)C(=O)C2CCN(c3ncnc4sc(C)c(C)c34)CC2)cc1OCC	i	i	i	i	i	i	i	i	i	i	i
COc1ccc2c(c1)c(C(O)CN1CCC3(CC1)OCCO3)c(C)n2C (stereo not given)	·	i	·	i	i	·	·	i	i	·	i
CCCCOC(=O)c1cc(-c2ccc(/C=N/n3cnnc3)o2)ccc1Cl	i	i	i	i	i	i	i	i	i	i	i
O=C(C1CCN(S(=O)(=O)N2CCC3(CC2)OCCO3)CC1)N1CCN(Cc2ccccc2)CC1	i	i	i	i	i	i	i	i	i	i	i
CC(/C=N/NC(=O)c1cc(-c2cccn2C)n[nH]1)=C\c1ccccc1	i	i	i	i	i	i	i	i	i	i	i
O=c1c2ccccc2nc2n1CCS2	i	i	i	i	i	i	i	i	i	i	i
O=C1CCc2nc3ccccc3c(=O)n2N1	i	i	i	i	i	i	i	i	i	i	i
COc1ccc(C(C)(C)C)cc1S(=O)(=O)N1CCC(C(N)=O)CC1	i	i	i	i	i	i	i	i	i	i	i
Cc1cc(NC(=S)N(CCCN2CCOCC2)Cc2ccco2)ccc1Cl	i	i	i	i	i	i	i	i	i	i	i
Cc1ccc(C(=O)CC2(O)C(=O)N(Cc3ccccc3)c3ccccc32)o1 (stereo not given)	i	i	i	i	i	i	i	i	i	i	i
CC(C)SCC(=O)Nc1ncc2c(n1)-c1ccccc1CC2	i	i	i	i	i	i	i	i	i	i	i
CCOC(=O)c1cnc(SCC(=O)N2CCN(C(=O)c3ccco3)CC2)nc1N	i	i	i	i	i	i	i	i	i	i	i
COc1cccc(C(=O)Nc2nnc(S(=O)(=O)N3CCCCC3)s2)c1	i	i	i	i	i	i	i	i	i	i	i
C/C(CC(=O)Nc1ccc(Cl)cc1C(F)(F)F)=N\NC(=O)c1ccccn1	i	i	i	i	i	i	i	i	i	i	i
Cc1cccc(N(CC(=O)Nc2ccccc2-c2ccccc2)S(=O)(=O)c2ccccc2)c1C	i	i	i	i	i	i	i	i	i	i	i
COCCc1ncc(CN2CCC(C(=O)Nc3ccc(-n4cccn4)cc3)CC2)cn1	i	i	i	i	i	i	i	i	i	i	i
Cc1cc(N2C(=O)c3ccc(C(=O)Nc4ccc(O)cc4C(=O)O)cc3C2=O)no1	i	i	i	i	i	i	i	i	i	i	i
COc1cccc(CNCc2ccc(OC)cc2OC)c1	i	i	i	i	i	i	i	i	i	i	i
CC1(C)CC(=O)CC(C)(C)N1OC(=O)c1ccccn1	i	i	i	i	i	i	i	i	i	i	i
CCSc1nc2c(c(=O)[nH]1)C(c1ccccn1)C1=C(CC(C)(C)CC1=O)N2 (stereo not given)	i	i	i	i	i	i	i	i	i	i	i
c1ccc(C2=Nn3c(nnc3-c3ccco3)SC2)cc1	i	i	i	i	i	i	i	i	i	i	i
O=C(Cn1c(=O)oc2cc(S(=O)(=O)N3CCCC3)ccc21)NC1CCCCC1	i	i	i	i	i	i	i	i	i	i	i
O=C(CN1C(=O)NC(Cc2c[nH]c3ccccc23)C1=O)Nc1cccc(S(=O)(=O)N2CCCCCC2)c1 (stereo not given)	i	i	i	i	i	i	i	i	i	i	i
Cc1ccc(C(=O)OCC(=O)NCCNC(=O)COC(=O)c2ccc(C)s2)s1	i	i	i	i	i	i	i	i	i	i	i
O=C(Cc1ccccc1)N(c1ccc(F)cc1)C1C=CS(=O)(=O)C1 (stereo not given)	i	i	i	i	i	i	i	i	i	i	i
O=C(Cc1ccc([N+](=O)[O-])cc1)Nc1ccc(O)cc1C(=O)O	i	i	i	i	i	i	i	i	i	i	i

The results go on.
SMILES	MrgX1 ag	TRPC6 inhibitor	MrgX1 antag	RGS4 inh	TRPC6 activator	ANO1 block	TMEM16A act	TRPC4 act	TRPC4 potent	MrgX1 PAM	TRPC4 block
CC1=C/C(=C(/c2cc(C)c(O)c(Br)c2)c2ccccc2S(=O)(=O)O)C=C(Br)C1=O	i	i	i	i	i	i	i	i	i	i	i
c1cc2c(cc1-c1[nH]ncc1CN1CC3C[C@@H]4CC1C[C@H](C3)C4)OCO2	i	i	i	i	i	i	i	i	i	i	i
CN(Cc1ccc(F)cc1)C(=O)c1cccc(OC2CCN(C3CCCC3)CC2)c1	i	i	i	i	i	i	i	i	i	i	i
N#Cc1c(F)cccc1N1CCN(Cc2ccc3c(c2)OCO3)CC1	i	i	i	i	i	i	i	i	i	i	i
O=C(CCSCCC(=O)NCc1cccs1)NCc1cccs1	i	i	i	i	i	i	i	i	i	i	i
COc1ccc(OC)c(S(N)(=O)=O)c1	i	i	i	i	i	i	i	i	i	i	i
O=C(Nc1nnc(-c2ccco2)s1)c1ccccc1	i	i	i	i	i	i	i	i	i	i	i
COc1cc(/C=N/n2c(-c3n[nH]c4c3CCC4)n[nH]c2=S)cc(OC)c1O	i	i	i	i	i	i	i	i	i	i	i
C/C(Cl)=C\Cn1c(Nc2ccc(C)cc2)nc2c1c(=O)n(C)c(=O)n2C	i	i	i	i	i	i	i	i	i	i	i

Bioassay records deposited in PubChem by Johns Hopkins Ion Channel Center.
